From PubChem
p47phox inh – p47phox/p22phox peptide binding inhibitors, primary screen, biochemical, uHTS, NADPH oxidase regulatory subunit; 0.53% of 220,000 active; fluorescence polarization, 2 h; inhibition, % at 24.7 µM; AID 1274, 2008; Neutrophil cytosol factor 1 (Homo sapiens), P14598;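 active = inhibition above about 30%, limit read from the data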;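 note: 0% = p47phox with labelled peptide and 100% = labelled peptide alone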
PPC-1+TRAIL kill – compounds killing PPC-1 cancer cells with TRAIL present, primary screen, TRAIL potentiator project, ATPLite luminescence, uHTS; PPC-1 cells + TRAIL, ATPLite viability luminescence; cell killing (% activity), % at 4 µM; 0.41% of 220,000 active;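 active = cell killing above 50% in the first pass at 4 µM, then a duplicate retest at 5 µM averaging 50% or more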;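 note: plate controls were cells with TRAIL plus DMSO for no effect and medium-only wells lacking cells for full effect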
PGE2 EP2 inh – human EP2 receptor antagonists, primary screen, TR-FRET cAMP, C6 glioma cells; Prostaglandin E2 receptor EP2 subtype (Homo sapiens), P43116; 0.52% of 260,000 active; inhibition, % at 25 µM; C6 glioma cells expressing human EP2; cells stimulated with saturating PGE2;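 active = percent inhibition above 40 after rounding to a whole number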;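 note: rat C6 glioma host cells with rolipram phosphodiesterase inhibitor present; the protocol text gives 20 µM as final concentration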
BaF3 parental – parental Ba/F3 cell viability inhibition, counter-screen for JAK2V617F inhibitor project, murine pro-B, CellTiter-Glo luminescence | CellTiter-Glo ATP luminescence | inhibition, % at 5.6 µM | 1.1% of 220,000 active | AID 1486, 2009;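 active = inhibition above a per-campaign cutoff, the mean inhibition of all tested compounds plus 3 SD, cut at about 27% in these data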;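 note: 0% = DMSO wells and 100% = JAK Inhibitor I control wells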
p97 inhibitor – inhibitors of human p97 ATPase, primary screen, biochemical; 0.42% of 220,000 active; inhibition, % at 8 µM; Transitional endoplasmic reticulum ATPase (Homo sapiens), P55072; AID 1481, 2009; recombinant p97 ATPase, Kinase-Glo ATP luminescence, 3 h; in the data active = inhibition above about 15%;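 note: 0% = DMSO vehicle and 100% = wells lacking enzyme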
RBBP9 inh – human RBBP9 inhibitors, primary screen, biochemical, fluorescence polarization, FP-Rh probe, HTS; recombinant RBBP9; inhibition, % at 7.94 µM; 0.2% of 220,000 active; AID 1515, 2009;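 active = inhibition above the campaign mean of all tested compounds plus 3 SD, cut at about 14% in these data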;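 note: plate controls were DMSO wells with RBBP9 for no effect and wells lacking RBBP9 protein for full effect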
Target sequence (O75884 whole entry, looked up): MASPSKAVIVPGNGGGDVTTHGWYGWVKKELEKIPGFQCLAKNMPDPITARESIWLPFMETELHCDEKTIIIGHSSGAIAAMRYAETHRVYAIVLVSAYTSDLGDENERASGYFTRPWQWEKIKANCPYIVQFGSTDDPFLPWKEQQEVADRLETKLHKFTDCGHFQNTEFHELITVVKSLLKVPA
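system = RBBP9 protein | input = RBBP9 at 2.5 µM in dispensed solution, before mixing | measured by = fluorescence polarization (mP), excitation 525 nm, emission 598 nm | incubation = enzyme-compound preincubation 30 min, then probe labeling 45 min, 25 °C | buffer or medium = Tris-NaCl-Pluronic buffer, pH 8.0 | compound = single dose 7.94 µM | also added = FP-Rh probe, 375 nM dispensing solution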
Ba/F3 V617F tox – reduced viability of JAK2V617F-dependent Ba/F3 cells, primary screen, JAK2V617F inhibitor project, cell-based, Ba/F3 EpoR-JAK2V617F, luminescence | ATP luminescence | inhibition, % at 5.6 µM | 1.1% of 220,000 active | AID 1446, 2008;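 active = inhibition above the campaign mean plus 3 SD over all tested compounds, cut at about 24% in these data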;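 note: cytokine-independent growth of Ba/F3 cells driven by EpoR plus mutant JAK2; 0% = DMSO-treated cells and 100% = JAK inhibitor I control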
Tb hexokinase – Trypanosoma brucei hexokinase 1 inhibitors, primary screen, biochemical, G6PDH-coupled NADH absorbance, MLSCN library; hexokinase 1 [Trypanosoma brucei]; recombinant TbHK1, G6PDH-coupled NADH A340; inhibition, % at 10 µM; 0.11% of 220,000 active;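 active = inhibition of 50% or more in the single-dose primary screen; inactive = inhibition below 50%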
Furin inh – human furin inhibitors, primary screen, biochemical, fluorescence intensity. P09958. purified furin, fluorogenic substrate cleavage. inhibition, % at 30 µM. 0.061% of 220,000 active; in the data active = inhibition above about 25%; note: inactives centre near -15
Target sequence (P09958 108-714 limits assumed): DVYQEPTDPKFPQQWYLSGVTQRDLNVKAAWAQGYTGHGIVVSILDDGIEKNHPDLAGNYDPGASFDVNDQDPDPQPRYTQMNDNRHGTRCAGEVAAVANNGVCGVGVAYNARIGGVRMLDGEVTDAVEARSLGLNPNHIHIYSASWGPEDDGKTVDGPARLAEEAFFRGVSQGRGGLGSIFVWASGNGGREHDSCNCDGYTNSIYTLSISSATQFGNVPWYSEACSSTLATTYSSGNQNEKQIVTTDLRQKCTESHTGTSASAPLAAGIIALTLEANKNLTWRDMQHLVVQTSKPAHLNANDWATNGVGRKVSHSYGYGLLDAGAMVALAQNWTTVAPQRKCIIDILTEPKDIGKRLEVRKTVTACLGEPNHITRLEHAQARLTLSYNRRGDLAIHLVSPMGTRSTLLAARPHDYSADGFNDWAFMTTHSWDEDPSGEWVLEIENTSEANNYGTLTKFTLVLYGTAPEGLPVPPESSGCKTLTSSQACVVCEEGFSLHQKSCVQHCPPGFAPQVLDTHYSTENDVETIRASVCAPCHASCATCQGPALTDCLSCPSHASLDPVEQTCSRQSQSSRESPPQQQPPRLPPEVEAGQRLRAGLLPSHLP
* marks the source's active call; other numbers are inactive results; · = no result given; & = joins results of further samples; [ ] = dose if it differs, or a comment. This is a subset; count on the stated rates, not on these rows.

SMILES	p47phox inh	PPC-1+TRAIL kill	PGE2 EP2 inh	BaF3 parental	p97 inhibitor	RBBP9 inh	Ba/F3 V617F tox	Tb hexokinase	Furin inh
COc1ccccc1-n1c(SCC(=O)N2CCCC2)nc2cccnc21	1	16	13	4	2	-1	-3	4	-19
CC(C)c1cc(C(F)(F)F)n2nc(C(=O)Nc3ccc(-n4cnnn4)cc3)cc2n1	-6	10	6	-6	0	-4	2	7	-23
Cc1cccc(C)c1NC(=O)CSc1nnc(C)n1-c1ccccc1	-2	15	10	2	1	-5	-2	4	-14[20 µM]
CCn1nnnc1-c1ccc(OC)c(S(=O)(=O)Nc2ccc(C(=O)OC)cc2)c1	-1	13	5	9	-1	-3	1	-3	-11[20 µM]
CCOc1ccc(NC(=S)Nc2ccc3nsnc3c2)cc1	-10	26	44*	8	33*	-1	2	19	-13
CCCCC(=O)Nc1cccc(NC(=O)c2ccccc2Br)c1	-5	-9	1	1	0	-6	0	-5	-17[20 µM]
CCNC(=O)CON=C1c2ccccc2-c2ccccc21	-6	5	10	2	3	-3	-2	-2	-24
CCOc1cc(/C=N/n2c(C)nc3sc(C)c(C)c3c2=O)ccc1O	-4	·	2	-2	-2	2	-4	-7	-20
Cn1c(=O)c2c(ncn2CCNC2=NCCCCC2)n(C)c1=O	3	21	11	7	-1	-3	5	33	-17
COc1ccc(N=C2NC(=O)/C(=C/c3ccc(O)c(OC)c3)S2)cc1	-102	3	0	5	4	-2	-1	-11	-17
COc1ccc(C(=O)Cc2ccc(OC)c(OC)c2)c(OC)c1	-1	-4	3	4	1	2	0	-3	-14[20 µM]
COC(=O)c1c(NS(=O)(=O)c2cccs2)sc2c1CCCC2	-7	5	5	0	2	-6	-3	2	-14[20 µM]
CCOC(=O)C1=C(C)NC(C)=C(C(=O)OCC)C1C(=O)OCC(=O)N1CCc2ccccc21	-13	5	2	2	0	-7	-4	-11	-18
CCCCn1ccnc1C(=O)c1cccc(S(=O)(=O)N2c3ccccc3CC2C)c1 (stereo unspecified)	-33	6	8	8	-7	-6	0	-2	0
Cc1ccc(Oc2ccc(-c3nnc(-c4ccccc4)o3)cc2[N+](=O)[O-])cc1C	-11	-13	9	5	7	-7	-3	26	-16
CCOc1ccc(OCC)c(NS(=O)(=O)c2cccc3nsnc23)c1	-4	7	6	4	2	-5	0	-1	-31
Cc1ccc(C)c(SCC(=O)c2ccc[nH]2)c1	1	19	6	3	-4	-7	5	2	-22
Cc1cccc(-n2nnnc2SCC(=O)c2cc(C)n(Cc3ccco3)c2C)c1	5	-10	6	1	-7	-12	-2	-1	-17
Cc1ccc(Nc2nc(N)nc(CSC(=S)N3CCOCC3)n2)cc1	-6	25	8	-1	1	1	-4	-1	-19
Cc1ccc(S(=O)(=O)N2CCN(CC(=O)Nc3ccc(N4CCOCC4)cc3)CC2)cc1C	-8	6	4	3	2	-6	-3	1	-14
Cc1ccc2c(c1)N(C(C)C(=O)NCCc1ccccc1)C(=O)CO2 (stereo unspecified)	-13	-3	6	1	-5	-3	4	-7	-22
Cc1ccsc1/C=N/NC(=O)CNC(=O)c1ccc(S(=O)(=O)N(C)C)cc1	2	3	3	3	0	-8	0	-8	-5
COc1ccccc1-n1c(CNc2ccc(F)cc2)nnc1SCC(=O)Nc1cc(C)on1	6	2	-3	-2	5	-1	-4	-2	-14[20 µM]
Cc1sc(NC(=O)c2ccccc2)c(C(c2ccccn2)N2CCN(CCO)CC2)c1C (stereo unspecified)	-24	24	7	6	4	-7	0	-19	13
COC(=O)C1=C(C)NC(=O)/C1=C\N(C)C	0	6	3	4	2	-1	1	-4	-18

Pulled by structure from the list above (four):
SMILES	p47phox inh	PPC-1+TRAIL kill	PGE2 EP2 inh	BaF3 parental	p97 inhibitor	RBBP9 inh	Ba/F3 V617F tox	Tb hexokinase	Furin inh
Cc1sc(NC(=O)c2ccccc2)c(C(c2ccccn2)N2CCN(CCO)CC2)c1C (stereo unspecified)	-24	24	7	6	4	-7	0	-19	13
CCCCC(=O)Nc1cccc(NC(=O)c2ccccc2Br)c1	-5	-9	1	1	0	-6	0	-5	-17[20 µM]
CCNC(=O)CON=C1c2ccccc2-c2ccccc21	-6	5	10	2	3	-3	-2	-2	-24
CC(C)c1cc(C(F)(F)F)n2nc(C(=O)Nc3ccc(-n4cnnn4)cc3)cc2n1	-6	10	6	-6	0	-4	2	7	-23

(continued)
SMILES	p47phox inh	PPC-1+TRAIL kill	PGE2 EP2 inh	BaF3 parental	p97 inhibitor	RBBP9 inh	Ba/F3 V617F tox	Tb hexokinase	Furin inh
Nc1nc(CN2CCN(c3cccc(Cl)c3)CC2)nc(N2CCCc3ccccc32)n1	-19	12	7	3	-1	-2	-1	-8	-13[20 µM]
CCSc1nc2c(c(=O)[nH]1)C(C(C)C)C(C#N)=C(N)O2 (stereo unspecified)	-4	5	3	11	3	6	-1	-4	-31
CCCC(=O)Nc1c2c(nn1-c1ccc(C)cc1C)CSC2	7	-4	6	4	4	-4	2	21	-13
COc1ccccc1NS(=O)(=O)c1ccc(NC(=O)CCNC(=O)c2ccco2)cc1	-18	18	7	7	0	-7	2	-4	-10
CCOC(=O)C1(CCc2ccccc2)CCN(Cc2ccc(OC)cc2)CC1	·	0	3	8	-3	3	1	0	-25
CCOc1ccc(C2C(C(C)=O)=C(O)C(=O)N2CCc2c[nH]c3ccccc23)cc1 (stereo unspecified)	-4	3	11&17	3	0	-9	1	-27	-7
COc1cccc(CNCCN2CCOCC2)c1OC	-2	-1	10	-2	1	-1	-5	-9	-8[20 µM]
N#CCCn1cc(C(=O)Nc2ccc(C(=O)O)cc2)c(-c2cccs2)n1	-15	5	0	4	3	-4	-3	1	-19
CC[C@@H](C)[C@@H](C(=O)N1CCN(C(=O)OC(C)(C)C)CC1)n1cc(CCCN=C(NC(=O)OC(C)(C)C)NC(=O)OC(C)(C)C)nn1	-4	-4	13	2	4	-4	0	-14	-5
CS(=O)(=O)CCC(C(=O)OCc1ccc(Br)cc1)N1C(=O)c2ccccc2C1=O (stereo unspecified)	-13	3	3	1	-1	-4	-2	-1	-23
O=C(c1ccccc1-c1nc(-c2ccccc2Cl)no1)N1CCOCC1	-10	1	3	-1	2	-1	-1	-8	-28
O=C(N/N=C/C(Br)=C/c1ccccc1)C1CC1	-2	45	3	4	-5	-18	2	-5	-13
CCCN1CCN(C(=O)c2ccc(Sc3ccc(C)cc3)c(NC(C)=O)c2)CC1	-6	4	9	10	-3	-3	6	-4	-15[20 µM]
CCOC(=O)/C(=N\Nc1ccccc1Cl)N1CCN(C)CC1	-4	-3	10	1	3	-5	0	-33	-1
CCOC(=O)c1c(NC(=O)c2cccs2)sc(C(=O)N(C)C)c1C	-14	11	18	8	2	8	0	-35	-11[20 µM]
COc1ccc(-n2c(CCc3ccccc3)nnc2SCC(=O)c2ccc(Cl)cc2)cc1	-4	16	5	0	-5	-8	-1	2	-7
COc1ccc(CC(=O)NNC(=O)CCc2ccccc2)cc1	5	10	7	1	-2	-5	3	5	-16
O=C(O)c1ccc(NC(=S)NC2CCCCC2)cc1	-16	12	10	7	4	-5	1	12	-3
CN(Cc1cccs1)C(=O)c1ccc(S(=O)(=O)N2CCCCC2)cc1	-9	-2	9	2	5	-11	-1	-5	-18
CCOC(=O)C1=C(CSc2nc(-c3ccccc3)ccc2C#N)OC(N)=C(C#N)C1c1ccc(OC)cc1 (stereo unspecified)	-158	3	16	7	4	-11	2	-19	-3[20 µM]
Cc1ccc(-c2ccc(SCC(=O)NCC3CCCO3)nn2)cc1 (stereo unspecified)	-25	39	3	4	-4	-3	4	2	-17
O=C(/C(=C(\[O-])c1ccccc1)[n+]1ccc2ccccc2c1)c1ccccc1	-17	17	10	6	-1	-2	2	-12	-22
CCn1cc(C(=O)N2CCN(c3ccc(OC)cc3)CC2)c2cc(OC)c(OC)cc2c1=O	-2	10	3	2	9	-8	-5	-9	-25
CC(=O)OCc1nc2ccccc2s1	-11	-5	13	7	4	-2	0	-3	-17[20 µM]
COc1ccc(-c2[nH]ncc2CNC(C)CCn2cccn2)c(F)c1 (stereo unspecified)	11	6	3	3	3	-1	1	-5	-22
Continuation:
SMILES	p47phox inh	PPC-1+TRAIL kill	PGE2 EP2 inh	BaF3 parental	p97 inhibitor	RBBP9 inh	Ba/F3 V617F tox	Tb hexokinase	Furin inh
CCCS(=O)(=O)N1CCC(C(=O)NC2CCCCC2C)CC1 (stereo unspecified)	-11	18	3	0	4	-6	0	4	-27
CCCC(=O)Nc1ccc(C(=O)NNC(=O)c2cccs2)cc1	-3	3	11	5	0	-8	1	15	-17
COc1cc(C(=O)Nc2ccc(O)cc2)ccc1OC(C)=O	-9	9	11	5	4	8	0	16	-22[20 µM]
FC(F)C(F)(F)C1=CC(c2ccccc2)=NCCN1	-7	5	8	5	-6	-5	6	-27	25
O=C(Cc1ccccc1)NC1(O)C(=O)c2ccccc2C1=O	-7	12	8	1	16*	-10	3	-8	-20
Oc1c(Cl)cc(Cl)cc1/C=C/c1ccc2cccc(O)c2n1	-9	-17	15	15	7	-4	2	-16	-28
COc1ccc(C(=O)COC(=O)Cn2nnc3ccccc32)cc1Br	-9	13	18	3	1	-5	-1	-2	-18[20 µM]
CCOC(=O)C1=C(C)N=C2SCCC(=O)N2C1c1cccs1 (stereo unspecified)	-2	4	5&12	5	0	-3	3	-12	-12
CCOC(=O)/C(C#N)=C/C1=C(N2CCOCC2)CC(C)(C)OC1	-4	15	2	0	0	-11	2	6	-17
N#CC(C#N)=C1NC2(CCCC2)Cc2ccccc21	3	8	4	-1	7	5	-6	7	-1
NC(=O)NC(=O)CSc1nc(C2CCCCC2)n(-c2ccccc2)n1	-3	8	12	2	-2	-5	1	34	-6
CCCCn1c(SCC(=O)NC2CCS(=O)(=O)C2)nc2cc(S(N)(=O)=O)ccc21 (stereo unspecified)	-2	12	4	1	3	-6	-3	-7	-7
CC(C)CN(CC(C)C)S(=O)(=O)N1CCC(C(=O)NC2CCCCCCC2)CC1	-5	-18	9	6	4	-12	-4	1	-17
CC(C)Oc1cc(NC(=O)CS(=O)CC(=O)N(C)C)c(Cl)cc1Cl (stereo unspecified)	0	14	6	6	2	2	0	-1	-18
O=C(NCc1ccc2c(c1)OCO2)c1ccc(S(=O)(=O)N2CCOCC2)cc1	8	19	6	2	4	-4	-4	0	-20
OCCN(CC(O)COc1ccccc1)CC(O)Cn1ccc2ccccc21 (stereo unspecified)	-7	-8	6	1	0	-7	-2	1	-32
Cc1cc2nc(CCN(Cc3cccnc3)C(=S)Nc3ccc(F)cc3)[nH]c2cc1C	-10	3	12	10	-1	-4	1	1	-12[20 µM]
Cc1oc2c(c1C(=O)N1CCC(C)CC1)C(=O)c1ccccc1C2=O	-3	13	21	8	5	11	0	-11	2
COC(=O)CC1SC(=O)NC1=Nc1cccc(C)c1 (stereo unspecified)	-12	10	24	1	2	3	0	-8	-21[20 µM]
Cc1ccc(CNc2nc3ccccc3n3nnnc23)cc1	-14	-21	11	5	1	-9	0	-18	-16
COc1ccc2c(c1)N(C(=O)CSc1n[nH]c(C)n1)C(C)(C)C=C2C	-4	33	9	2	0	-7	1	-4	-24[20 µM]
C#CCNC(=O)C1=C[C@@H](C2CC2)[C@H](CCCO)[C@@H](OCC)O1	1	13	8	2	6	-4	-2	-4	-29
